Bioassay records from PubChem BioAssay.
Mtb BioA inh = blocks M. tuberculosis BioA enzyme activity; purified M. tuberculosis BioA enzyme, plate reader; inhibition, % at 9.99 µM; 360,000 compounds, 0.096% hits; AID 602481; in the data active = inhibition above about 40%
PfHsp40 yeast = restores yeast growth despite PfHsp40 toxicity; AID 504582; 340,000 compounds, 0.68% hits; growth rescue, % at 12.5 µM; S. cerevisiae expressing PfHsp40, growth rescue, ATP luminescence; in the data active = growth rescue above about 28%, passing the limit was not always enough;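 note: yeast W303a lacking pdr1 and pdr3 grown in galactose medium; growth measured after three days at 30 °C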
UGM FP inh = Mtb UDP-galactopyranose mutase inhibition. purified UGM, fluorescence polarization probe displacement. inhibition, % at 10 µM. 320,000 compounds, 0.06% hits; in the data active = inhibition above about 10%, passing the limit was not always enough
Target sequence (P9WIQ1 whole entry, looked up): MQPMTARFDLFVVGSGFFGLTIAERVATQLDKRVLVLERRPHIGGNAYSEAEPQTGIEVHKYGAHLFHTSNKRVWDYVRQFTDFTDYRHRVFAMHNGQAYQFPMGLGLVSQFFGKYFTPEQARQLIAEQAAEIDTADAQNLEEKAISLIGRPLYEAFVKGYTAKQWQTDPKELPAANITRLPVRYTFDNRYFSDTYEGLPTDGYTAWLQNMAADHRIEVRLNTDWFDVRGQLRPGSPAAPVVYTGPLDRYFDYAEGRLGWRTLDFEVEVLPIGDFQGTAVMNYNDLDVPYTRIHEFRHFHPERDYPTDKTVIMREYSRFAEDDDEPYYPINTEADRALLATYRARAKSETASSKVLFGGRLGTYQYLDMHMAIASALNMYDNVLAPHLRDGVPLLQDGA
TcdB inh = TcdB glycohydrolase inhibition. AID 652162. TcdB glycohydrolase enzymatic assay, plate reader. 350,000 compounds, 0.24% hits. inhibition, % at 9.99 µM. P18177; in the data active = inhibition above about 10%
GDH-TPI counter = counter-screen for M. tuberculosis FBA inhibitors: GDH-TPI coupled enzymes. inhibition, % at 4.8 µM. 360,000 compounds, 1.2% hits. GDH-TPI coupled enzyme counterscreen, NADH absorbance; in the data active = inhibition above about 30%;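 note: 0% = DMSO wells and 100% = wells lacking the enzyme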
BH1578 lux ind = quorum light induction in luxS cqsA deficient V. cholerae; V. cholerae BH1578 lux reporter, luminescence, 6 h; activation, % at 18.7 µM; AID 588436; 350,000 compounds, 0.16% hits; in the data active = activation mostly above about 9.7%, no sharp cut-off; note: not every result past the cut was called active; inactives centre near 0; reference of the scale not given here
Y pestis TopoI = inhibitors of Yersinia pestis topoisomerase I; activity, % at 10 µM; Y. pestis Topo-I cleavage product accumulation, plate reader; 360,000 compounds, 0.064% hits; AID 504884; in the data active = activity above about 50%, passing the limit was not always enough; note: inactives centre near 2
FBA Mtb inh = inhibits M. tuberculosis FBA enzyme; inhibition, % at 1 µM; purified M. tuberculosis FBA, fluorescence read-out; 360,000 compounds, 2.3% hits; in the data active = inhibition above about 27%;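 note: 0% = vehicle and 100% = reference inhibitor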
Target sequence (P9WQA3 whole entry, looked up): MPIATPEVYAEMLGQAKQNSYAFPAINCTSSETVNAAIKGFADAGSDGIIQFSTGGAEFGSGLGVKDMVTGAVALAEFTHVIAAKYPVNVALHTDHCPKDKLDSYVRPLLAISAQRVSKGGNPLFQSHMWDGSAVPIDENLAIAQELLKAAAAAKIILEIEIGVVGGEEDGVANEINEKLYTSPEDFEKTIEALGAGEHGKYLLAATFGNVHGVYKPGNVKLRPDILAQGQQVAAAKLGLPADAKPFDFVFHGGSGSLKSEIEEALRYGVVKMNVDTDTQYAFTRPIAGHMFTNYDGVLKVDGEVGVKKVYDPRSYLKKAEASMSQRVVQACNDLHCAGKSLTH
FadD28 binding = M. tuberculosis FadD28 bisubstrate binding inhibition; FadD28 bisubstrate probe binding, fluorescence polarization; inhibition, % at 12.5 µM; 360,000 compounds, 0.22% hits; AID 588549; in the data active = inhibition above about 8.5%, passing the limit was not always enough
Active calls of the source: *; i = inactive; . = not tested or not shown.

SMILES | Mtb BioA inh | PfHsp40 yeast | UGM FP inh | TcdB inh | GDH-TPI counter | BH1578 lux ind | Y pestis TopoI | FBA Mtb inh | FadD28 binding
Cc1ccc(C)c(Cn2nnc3c(=O)[nH]c(C4CCN(C(=O)c5cccs5)CC4)nc32)c1 | 3.7 | 0.8 | 1.4 | . | 6 | -0.2 | 43 | 5 | 0.7
CCN(CC)S(=O)(=O)c1ccc(C)c(NC(=O)CN2CCN(Cc3ccccc3)CC2)c1 | . | 0.4 | -0.6 | 0.8 | -7 | -0.8 | 10 | -8 | -3.0
COc1cc(C(=O)Nc2nc(-c3cccs3)cs2)cc(OC)c1OC | -0.6 | 41* | -0.3 | 1.5 | 1 | i | 1 | -4 | -7.1
COCCCn1cc(C(=O)c2ccccc2OCC(=O)Nc2cccc(F)c2)cc(C#N)c1=O | 2.1 | 3.8 | 0.0 | 0.1 | 2 | -0.1 | 21 | -2 | -5.5
N#CCSc1nc2ccccc2c(=O)n1CCC(=O)NCCc1ccccc1 | 0.5 | 0.3 | -2.3 | . | 3 | i | 11 | -3 | -1.2
O=C(N/N=C/c1c(O)n(Cc2ccccc2)c(=O)[nH]c1=O)c1ccccc1O | . | 97* | 0.8 | . | 35* | -0.3 | 8 | 9 | 4.2
CCN(C[C@H]1N[C@@](Cc2ccccc2)(C(=O)OC)[C@H]2C(=O)N(Cc3ccccc3)C(=O)[C@@H]12)S(=O)(=O)c1ccc(C(F)(F)F)cc1 | -0.8 | 1.0 | . | 0.2 | 8 | 1.0 | 23 | 0 | -0.6
COc1ccc(Cl)cc1NC(=O)CN(C)C(=O)Cn1[nH]c(=O)c2ccccc2c1=O | 1.9 | 0.3 | -0.7 | 2.3 | 11 | 0.5 | 6 | -1 | -1.5
Cc1cc(SCc2ccc(C(F)(F)F)cc2)nc(=O)[nH]1 | -0.4 | 6.6 | -1.9 | 1.5 | 3 | -0.3 | 2 | -2 | -4.3
N#Cc1nc(COc2ccc(F)cc2)oc1NCCCn1ccnc1 | -0.4 | -0.6 | 0.4 | . | 0 | i | -6 | 0 | -2.9
COCc1cc(N2CCCCC2)nc(-c2ccccc2)n1 | -0.2 | -1.4 | -2.5 | 4.6 | -3 | 1.8 | 7 | 5 | 0.4
OCCOc1nnnn1-c1ccccc1 | 0.1 | 0.4 | -0.1 | . | 7 | -0.5 | 1 | 0 | -0.8
Cc1cc(=O)[nH]c(N2CCCNCC2)n1 | -1.7 | -2.1 | -0.9 | 0.5 | 5 | -0.4 | 9 | 2 | 0.1
C#CCSc1nc(-c2cccs2)ccc1C#N | 0.0 | -0.1 | -0.9 | . | 26 | . | 8 | 36* | -4.8
Cc1ccsc1CN1CCC(C(=O)NCc2ccccc2Cl)CC1 | . | -0.2 | 0.0 | . | -8 | -0.2 | 0 | -1 | -3.1
CCN(CC)S(=O)(=O)c1ccc(S(=O)(=O)N2CCCC2)cc1 | . | -1.1 | -0.9 | -0.5 | 5 | -0.7 | 2 | 2 | 0.5
CCc1ccc(NC(=O)C(C)OC(=O)c2ccc(NS(=O)(=O)c3ccc(C)c([N+](=O)[O-])c3)cc2)cc1 (stereo not drawn) | 1.0 | -0.1 | -1.2 | -0.3 | 11 | -0.2 | -2 | 2 | 0.0
CN(C(=O)CSc1n[nH]c(-c2cccs2)n1)C1CCS(=O)(=O)C1 (stereo not drawn) | -0.5 | 0.8 | -0.2 | 1.9 | -5 | -1.2 | -3 | -1 | -2.6
Cc1ccc(NS(=O)(=O)c2ccc(C(=O)N3CCCCCC3)cc2)cc1 | -0.2 | 0.6 | -4.0 | 6.0 | -3 | i | 14 | 0 | -1.2
CC1(C)CC(=O)C(N=Nc2cccc(S(=O)(=O)N3CCOCC3)c2)=C(O)C1 | . | 0.3 | -0.4 | 0.7 | 19 | i | -16 | -5 | -1.3
O=C(O)CN1C(=O)c2cccc3c(Br)ccc1c23 | -2.3 | -1.3 | 0.0 | 0.5 | 0 | i | 3 | 1 | -4.7
COc1ccc(CC2NCCC3(O)CCCCC23)cc1 (stereo not drawn) | . | 0.0 | 0.3 | . | -4 | -0.2 | 0 | -2 | -2.1
CCCCN(C(=O)Cn1nnc2ccccc21)C(C(=O)NCCOC)c1ccccc1 (stereo not drawn) | 4.0 | 18 | 1.8 | . | 11 | 0.7 | -6 | -2 | -0.3
COc1ccc(Nc2oc(-c3ccccc3)nc2C#N)cc1 | -0.7 | 1.0 | 2.2 | 1.3 | 7 | -0.3 | -7 | 3 | -3.3
COC1=C(Nc2ccc(O)cc2)C(=O)c2ccccc2C1=O | . | -0.7 | 1.0 | -5.6 | 12 | -3.4 | -11 | -2 | -0.7
O=C(CC12CC3CC(CC(Br)(C3)C1)C2)NC1CCCC1 | -0.2 | -2.4 | -1.5 | -0.2 | 2 | -0.6 | -1 | 8 | -1.9
Cn1nnc2cc(NC(=O)NCc3ccc4c(c3)OCO4)ccc21 | 4.2 | -0.8 | -1.5 | 1.1 | 7 | -5.9 | 3 | 0 | 0.1
Cn1c(=O)c2c(ncn2CCN(CCO)Cc2ccccc2)n(C)c1=O | -0.9 | -0.9 | 2.9 | . | 5 | i | 9 | 1 | -4.4
Cc1cc(OCC(=O)N2CCC(C(=O)O)CC2)c2c(C)cc(=O)oc2c1 | -0.9 | -0.6 | -0.4 | 1.2 | 6 | -0.4 | 10 | 130* | -1.5
O=C(NCCCCCNC(=O)c1cccnc1)c1cccnc1 | 8.1 | 0.1 | 0.5 | . | 1 | . | -6 | -5 | -1.7
Cc1ccc2nc(N/N=C/c3ccco3)cc(C)c2c1 | 0.7 | -0.1 | -1.6 | 2.0 | 13 | -2.3 | -10 | 10 | 0.3
COC(=O)c1ccc(NC(=O)COc2cccc(-n3cnnn3)c2)cc1 | -1.4 | -1.0 | 0.2 | 0.1 | 1 | -7.3 | -8 | 2 | -3.4
O=C(NNC(=O)c1ccccc1O)c1ccc(S(=O)(=O)Nc2ccccc2)cc1 | 0.1 | 4.4 | -0.6 | 1.0 | 10 | i | 3 | 3 | -0.9
N#Cc1cccc(CN2CCC(=O)N([C@H](CO)Cc3ccccc3)CC2)c1 | 0.8 | -1.2 | -1.4 | 2.3 | -9 | -0.4 | 8 | -1 | -0.4
COc1cc(/C=N/NC(=O)c2cccc(NC(=O)c3ccccc3)c2)ccc1O | -2.9 | 0.8 | -1.3 | 1.9 | 37* | -0.2 | -10 | -5 | -0.9
OC1(c2cccc(C(F)(F)F)c2)CCNCC1 | 1.4 | -0.4 | -0.2 | . | -13 | i | 7 | -1 | -2.5
O=C1[C@@H]2Cc3c([nH]c4ccccc34)C(c3ccccc3)N2C(=O)CN1CCO (stereo partly drawn) | 0.6 | -1.0 | 0.1 | 0.3 | 5 | 1.9 | -2 | 0 | -1.0
Cc1nc(C)c(C(=O)OCC(=O)NCCc2ccc(S(N)(=O)=O)cc2)s1 | -0.8 | 1.3 | 1.4 | 0.9 | 0 | -0.6 | 1 | 3 | -0.7
COc1ccc(C2CC(c3cccs3)=NN2C(=O)CSc2nc(=O)n3ccc(C)cc3n2)cc1 (stereo not drawn) | . | -1.1 | 0.9 | 1.6 | 22 | 0.2 | 21 | 0 | -4.0
O=C1CC(C(=O)Nc2ccccc2)S/C(=N\NC(=O)c2ccccc2Cl)N1 (stereo not drawn) | -6.5 | -0.9 | -3.1 | 0.3 | 3 | -0.9 | 4 | 4 | -0.8

Molecules from the list above that have fluorine (five):
SMILES | Mtb BioA inh | PfHsp40 yeast | UGM FP inh | TcdB inh | GDH-TPI counter | BH1578 lux ind | Y pestis TopoI | FBA Mtb inh | FadD28 binding
COCCCn1cc(C(=O)c2ccccc2OCC(=O)Nc2cccc(F)c2)cc(C#N)c1=O | 2.1 | 3.8 | 0.0 | 0.1 | 2 | -0.1 | 21 | -2 | -5.5
CCN(C[C@H]1N[C@@](Cc2ccccc2)(C(=O)OC)[C@H]2C(=O)N(Cc3ccccc3)C(=O)[C@@H]12)S(=O)(=O)c1ccc(C(F)(F)F)cc1 | -0.8 | 1.0 | . | 0.2 | 8 | 1.0 | 23 | 0 | -0.6
Cc1cc(SCc2ccc(C(F)(F)F)cc2)nc(=O)[nH]1 | -0.4 | 6.6 | -1.9 | 1.5 | 3 | -0.3 | 2 | -2 | -4.3
N#Cc1nc(COc2ccc(F)cc2)oc1NCCCn1ccnc1 | -0.4 | -0.6 | 0.4 | . | 0 | i | -6 | 0 | -2.9
OC1(c2cccc(C(F)(F)F)c2)CCNCC1 | 1.4 | -0.4 | -0.2 | . | -13 | i | 7 | -1 | -2.5

(list continues)
SMILES | Mtb BioA inh | PfHsp40 yeast | UGM FP inh | TcdB inh | GDH-TPI counter | BH1578 lux ind | Y pestis TopoI | FBA Mtb inh | FadD28 binding
CCc1ccccc1NC(=O)N1CCc2ccccc21 | . | 0.1 | 1.2 | 1.9 | -1 | -6.2 | 2 | -2 | -4.9
O=C(O)c1ccc(/C=N/N2CCN(C3c4ccccc4-c4ccccc43)CC2)cc1 | 0.3 | -0.1 | -1.3 | 0.7 | 0 | i | -4 | 0 | 0.4
CS(=O)(=O)N1CCN(c2ccccc2NC(=O)Nc2cccc(Cl)c2)CC1 | -0.6 | 0.2 | 0.5 | 3.2 | 10 | i | 0 | 1 | -2.1
N#C/C(=C\c1ccc(OCc2ccccc2)cc1)C(N)=O | . | -0.2 | 2.9 | 0.8 | 23 | 1.2 | 1 | 1 | 1.4
O=C(c1cccs1)N1CCN(c2ncc(C(F)(F)F)cc2Cl)CC1 | 12 | -0.7 | -3.3 | 0.2 | -12 | -0.2 | 34 | -2 | -3.1
Cc1cccc(-n2c(Cc3cc(=O)[nH]c(=O)[nH]3)nnc2SCC(=O)NCC2CCCO2)c1 (stereo not drawn) | 0.7 | -1.6 | -0.5 | -2.9 | -3 | -0.6 | 6 | 0 | -1.4
CC(C)C[C@H](NC(=O)c1nc[nH]c1C(=O)N1CCC(C)CC1)C(=O)OCc1ccccc1 | 2.5 | 0.2 | -4.3 | 3.5 | 4 | -10 | -6 | 0 | -0.7
O=C(COC(=O)Cc1c(Cl)cccc1Cl)Nc1ccc(OC(F)(F)F)cc1 | . | 0.1 | -0.3 | -2.6 | 5 | 2.3 | 7 | 0 | -3.0
CCCCS(=O)(=O)N1CCN(C(=N)N[N+](=O)[O-])CC1 | . | 1.0 | 2.1 | 0.1 | 1 | i | 5 | -1 | -2.9
NC(=O)c1ccccc1OCC(=O)N1CCC(Cc2ccccc2)CC1 | 7.2 | 0.4 | -2.3 | 1.0 | -2 | -1.4 | 21 | 5 | -1.0
COC(=O)c1ccccc1NC(=O)CCCOc1cc(=O)n(C)c2ccccc12 | -0.8 | . | . | 1.4 | -3 | i | 21 | -2 | -3.9
CN(CC(=O)NCC1COc2ccccc2O1)S(=O)(=O)c1ccc(Cl)cc1 (stereo not drawn) | 0.3 | -0.5 | 0.2 | 1.9 | 3 | -1.2 | 11 | -3 | -2.9
CCOc1ccc(NC(=O)CCn2nc(C)c(S(=O)(=O)N3CCCCC3)c2C)cc1 | -1.1 | 0.2 | -2.3 | 1.4 | 2 | -0.3 | 8 | -2 | -3.2
CCN(CC(=O)NCc1cccs1)C(=O)CCCOc1ccc(C(C)(C)C)cc1 | 1.2 | 0.7 | 3.2 | -7.0 | 4 | i | 34 | -2 | -1.7
Cc1nn(C)c(C)c1S(=O)(=O)N(CC(=O)NCCCN1CCC(C)CC1)c1ccc(C(C)C)cc1 | -1.8 | 0.8 | 3.8 | 3.0 | 8 | -0.2 | 3 | 3 | -2.0
O=C(c1cccc(Cl)c1)N1CCN(C2CCCCC2)CC1 | 1.6 | -0.4 | 1.1 | -8.6 | -2 | -0.6 | 2 | 3 | -3.2
CCNC(=O)OCCC12CC3CC(CC(C3)C1)C2 | . | 0.6 | -0.7 | . | -7 | -0.7 | 13 | 1 | -1.6
Cc1ccc(NC(=O)C2=CC(c3cccs3)=NS(=O)(=O)N2C)cc1 | 2.4 | -0.3 | -2.1 | 0.1 | 14 | -0.2 | 2 | 1 | -0.3
Cn1nccc1C(=O)Nc1cccc(C(F)(F)F)c1 | -2.3 | -0.1 | -2.1 | 0.3 | 8 | -0.5 | -11 | 0 | -2.9
CC(C)C[C@H](N)c1cn([C@@H](Cc2cc3ccccc3[nH]2)C(=O)N2CCNCC2)nn1 | 0.9 | -0.6 | -0.5 | . | 4 | -0.4 | -30 | 0 | -1.5
Cc1noc(NS(=O)(=O)c2ccc(NC(=O)NC(C)(C(F)(F)F)C(F)(F)F)cc2)c1C | -1.2 | 0.5 | -0.2 | -7.8 | -4 | -6.2 | -5 | 8 | 3.2
